TEAD-YAP block = TEAD-YAP interaction inhibition; HEK-TIYL cells, TEAD-Gal4/YAP UAS-luciferase luminescence; AID 1259422; inhibition, % at 9.12 µM; 1.4% of 640,000 active; in the data active means inhibition above about 32%;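 further: 0% = median of test compound wells and 100% = reference inhibitor wells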
FBW7 activator = activators of human E3 ligase FBW7; AID 1259310; Q969H0; AlphaScreen FBW7–phospho-cyclin E peptide binding, activator screen; 0.13% of 650,000 active; normalized activity (activation), % at 26.1 µM; in the data active means normalized activity above about 1.9%;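 further: purified mutant Fbw7 with reduced substrate affinity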
GPR151 activ = activators of human GPR151; Q8TDV0; PathHunter beta-arrestin GPR151 cells, luminescence; activation, % at 11.2 µM; 1% of 650,000 active; AID 1508602; in the data active means activation above about 4.9%;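 further: 0% = median of compound wells and 100% = cells with positive control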
Target sequence (Q8TDV0 whole entry, looked up): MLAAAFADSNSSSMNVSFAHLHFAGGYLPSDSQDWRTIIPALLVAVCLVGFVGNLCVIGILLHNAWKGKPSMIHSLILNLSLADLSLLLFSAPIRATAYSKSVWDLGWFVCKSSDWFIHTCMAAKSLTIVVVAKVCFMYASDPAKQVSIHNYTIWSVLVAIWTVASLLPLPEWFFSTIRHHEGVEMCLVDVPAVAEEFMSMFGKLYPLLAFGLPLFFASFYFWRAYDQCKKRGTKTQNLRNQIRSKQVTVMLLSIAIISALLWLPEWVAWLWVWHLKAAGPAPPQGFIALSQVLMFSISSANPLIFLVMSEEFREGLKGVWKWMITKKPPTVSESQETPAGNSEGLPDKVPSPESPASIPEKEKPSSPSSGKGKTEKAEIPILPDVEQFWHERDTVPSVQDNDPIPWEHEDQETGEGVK
MITF inh = blocks human microphthalmia-associated transcription factor; O75030; AlphaScreen MITF homodimerization, bead proximity signal; inhibition, % at 2.6 µM; 0.91% of 650,000 active; AID 1259374; in the data active means inhibition above about 50%;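 further: 0% = vehicle wells with protein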
Target sequence (O75030 whole entry, looked up): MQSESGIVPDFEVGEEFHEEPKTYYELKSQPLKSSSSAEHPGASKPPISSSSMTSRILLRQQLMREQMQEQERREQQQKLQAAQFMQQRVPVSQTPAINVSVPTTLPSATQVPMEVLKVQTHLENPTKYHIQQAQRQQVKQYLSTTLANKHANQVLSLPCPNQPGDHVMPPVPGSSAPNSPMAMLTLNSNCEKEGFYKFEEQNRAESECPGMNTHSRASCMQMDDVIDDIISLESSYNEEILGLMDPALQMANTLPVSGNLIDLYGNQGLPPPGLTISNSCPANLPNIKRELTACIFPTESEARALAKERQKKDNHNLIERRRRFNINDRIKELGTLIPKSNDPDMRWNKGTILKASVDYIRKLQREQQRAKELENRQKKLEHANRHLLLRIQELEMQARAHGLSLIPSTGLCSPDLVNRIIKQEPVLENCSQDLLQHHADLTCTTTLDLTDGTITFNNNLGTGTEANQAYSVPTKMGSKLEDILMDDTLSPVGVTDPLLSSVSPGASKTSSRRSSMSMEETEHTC
Active calls of the source: *; . = no result given.

Molecule	TEAD-YAP block	FBW7 activator	GPR151 activ	MITF inh
COc1cccc(-n2cc(C(=O)Nc3cccc([N+](=O)[O-])c3C)c3ccccc3c2=O)c1	-4	0.1	0.8	2
CC(C)CCSc1nc(CC(C)C)nc2c1c(=O)n(C)c(=O)n2C	8	-0.1	-1.8	-11
N#Cc1ccccc1NC(=O)c1ccc(S(=O)(=O)N2CCCC2)cc1	-5	0.2	1.1	5
Cc1ccc(C)c(NC(=O)CCN2CCN(C/C=C/c3ccccc3)CC2)c1	14	-0.5	0.2	2
CCN(C(=O)c1cccnc1SC)C12CC3CC(CC(C3)C1)C2	1	0.1	0.3	5
O=C(Nc1ccc(Cl)cc1)N1CCC(c2ccccc2)C1 (stereo not drawn)	-66	0.3	1.2	2
Cc1cc(C)cc(N(C(C)C(=O)Nc2cccnc2)S(C)(=O)=O)c1 (stereo not drawn)	-1	0.0	-1.7	0
CCOC(=O)CNC(=O)CSc1nc(N(C)C)nc(N2CCOCC2)n1	0	-0.1	-0.8	5
O=C(COc1cc(Cl)ccc1Cl)N/N=C/c1ccc(O)cc1O	26	-1.2	-0.6	3
O=C(O)CCC1C(=O)CCC1(C(=O)O)c1ccccc1 (stereo not drawn)	12	0.3	-1.5	17
CN(C)c1ncc(CN2CCN(Cc3ccc(F)cc3)C(CCO)C2)s1 (stereo not drawn)	-7	0.1	3.7	-2
COc1ccccc1N1CCN(C(=O)c2cc3cccc(OC)c3oc2=O)CC1	4	-0.2	0.4	4

One compound at a time, as listed above. Screens in order: TEAD-YAP block, FBW7 activator, GPR151 activ, MITF inh
CN(C)c1ncc(CN2CCN(Cc3ccc(F)cc3)C(CCO)C2)s1 (stereo not drawn) is entered as -7, 0.1, 3.7, -2
O=C(Nc1ccc(Cl)cc1)N1CCC(c2ccccc2)C1 (stereo not drawn) is entered as -66, 0.3, 1.2, 2
N#Cc1ccccc1NC(=O)c1ccc(S(=O)(=O)N2CCCC2)cc1 is entered as -5, 0.2, 1.1, 5
CCN(C(=O)c1cccnc1SC)C12CC3CC(CC(C3)C1)C2 is entered as 1, 0.1, 0.3, 5
CC(C)CCSc1nc(CC(C)C)nc2c1c(=O)n(C)c(=O)n2C is entered as 8, -0.1, -1.8, -11

Going on with the list.
Molecule	TEAD-YAP block	FBW7 activator	GPR151 activ	MITF inh
CN(C)c1ccc(/C=N/N2C(=O)NC(C)(c3ccc(OC(F)F)cc3)C2=O)cc1 (stereo not drawn)	5	-0.1	0.7	-6
OC1(c2ccccc2)CN(Cc2ccccc2)CCO1 (stereo not drawn)	1	0.1	-0.3	31
O=C(O)C(CSCc1ccccc1)N1Cc2ccccc2C1=O (stereo not drawn)	-9	-0.2	0.4	-7
COC(=O)c1ccc(NC(=O)CN(CCc2ccccc2)S(=O)(=O)c2ccc(OC)cc2)cc1	2	0.3	-0.8	6
O=C(/C=C/c1cccc(Cl)c1)OCCN(C1=NS(=O)(=O)c2ccccc21)c1ccccc1	7	0.2	1.4	15
O=C(COc1ccc(S(=O)(=O)Nc2ccccc2)cc1)NCc1ccccn1	-5	-0.1	3.8	5
O=C(/C=C/c1ccc2c(c1)OCO2)NCC1(c2cccs2)CCOCC1	8	0.3	0.1	9
COc1ccc(C(=O)Nc2cccc(-c3nc4ccccc4o3)c2)cc1	4	-0.3	0.8	1
O=C(Cc1ccccc1)Nc1ccc2oc(-c3ccncc3)nc2c1	-11	0.4	-0.7	15
O=C(Nc1cnn(-c2cccc(C(=O)Nc3ccc(N4CCOCC4)nc3)c2)c1)Nc1ccccc1Cl	-12	-0.1	1.4	0
C=CCOC(=O)C1=C(C)OC(N)=C(C#N)C1c1cc2cccc(C)c2[nH]c1=O (stereo not drawn)	8	-0.1	0.8	7
CCn1c(SCC(=O)OCC(=O)Nc2ccc(C)c(F)c2)nnc1-c1cccs1	-6	0.1	0.8	5

(more compounds)
Molecule	TEAD-YAP block	FBW7 activator	GPR151 activ	MITF inh
CSCCOC(=O)C1=C(C)NC(=O)CC1c1ccccc1C (stereo not drawn)	10	0.0	0.6	1
Cc1[nH]n(-c2cccc(Cl)c2)c(=O)c1C=Nc1ccccc1Br	-5	-0.1	-0.9	1
COC(=O)C1(C(F)(F)F)N=C2C(C)=CC=CN2C(c2ccc(Cl)cc2)=N1 (stereo not drawn)	-4	0.0	-1.8	9
Cc1ccn2c(=O)cc(CCl)nc2c1	12	0.2	-0.3	13
O=C(c1ccncc1)N1CC[C@@H]2[C@H](CCCN2C(=O)Cc2ccc3ccccc3c2)C1	10	-0.2	-1.5	6
Cc1ccc(-c2nc(NC(=O)c3ccc([N+](=O)[O-])cc3)sc2-c2ccccc2)cc1	0	-0.1	1.9	-2
CCOc1ccc(S(=O)(=O)NC(=NC(C)(C)C)c2ccccc2)cc1	4	0.0	-0.8	6
O=C(Cc1cccc2ccccc12)Nc1ccccc1C(=O)O	15	0.1	0.4	12
O=[N+]([O-])c1ccc(NS(=O)(=O)c2cccs2)cc1	-11	-0.1	-0.5	-7
CCOCCn1ccc2c(OCC(=O)Nc3ccc4c(c3)OCO4)cccc2c1=O	-3	0.0	-0.5	0
COc1cc2[nH]c(=S)n(NC(=O)c3ccncc3)c(=O)c2cc1OC	-5	-0.2	-0.5	2
COc1ccc(N2CCN(c3cc(=O)n(C)c(=O)n3C)CC2)cc1	-4	0.1	-1.5	20

(next part)
Molecule	TEAD-YAP block	FBW7 activator	GPR151 activ	MITF inh
COc1cccc(C2=NS(=O)(=O)N(C)C(C(=O)N3CCN(C(=O)C(C)(C)C)CC3)=C2)c1	-6	0.8	1.8	20
c1ccc(-c2cn3c(n2)CCC3)cc1	-25	0.0	-0.2	-4
CC(=O)N1c2ccc(-c3csc(N=C(N)N)n3)cc2CC1C (stereo not drawn)	2	0.1	1.5	7
Brc1ccc(Nc2ncnc3nc[nH]c23)cc1	-37	0.0	-0.7	34
NC(=O)c1c(NC(=O)c2ccc(Br)o2)sc2c1CCCCCC2	19	0.0	0.3	4
CCN1C(=O)NC(c2ccc(Br)cc2)C(C(=O)OC(C)C)=C1C (stereo not drawn)	3	-0.1	-0.8	2
CCOc1ccc(-n2c(=S)sc3c(=O)n(-c4ccc(C)cc4)c(SCC(=O)N(CC)CC)nc32)cc1	5	0.1	-0.6	8
COc1ccc(CNS(=O)(=O)c2ccc(OCC(C)C)cc2)cc1	-2	0.0	-0.4	0
COCC(=O)NCC1CCC2(CCN(Cc3c(OC)ccc4ccccc34)CC2)O1 (stereo not drawn)	3	0.0	0.0	9
COc1ccc(NC(=O)Cc2cccc3ccccc23)c2ccccc12	-2	-0.1	0.0	-7
COc1ccc(/C=C/C(=O)c2cc3cccc(OC)c3oc2=O)cc1	3	-0.3	0.1	6
COc1ccc(CN2CCN(Cc3c(F)ccc(F)c3F)CC2CCO)c(F)c1 (stereo not drawn)	4	0.0	2.0	12

More structures follow.
Molecule	TEAD-YAP block	FBW7 activator	GPR151 activ	MITF inh
COCCNc1c(-c2ccc(N(C)C)cc2)nc2cnccn12	-59	0.1	-1.4	-20
O=C1NC2(CCN(C(=O)CCc3ccc(-c4ccccc4)o3)CC2)Oc2ccccc21	-2	0.1	-0.7	9
Cc1ccc(C(C(=O)NC2CCCCC2)N2CCCC2)cc1 (stereo not drawn)	4	0.1	-0.6	6
COc1cc(NC(=O)c2sc3ncn(CC(=O)N4CCCCC4C)c(=O)c3c2C)cc(OC)c1OC (stereo not drawn)	5	-0.3	-0.4	7
O=C1c2sc3nnc(-c4ccccc4)c(=O)n3c2C(=O)N1c1ccccc1Cl	5	-0.1	-0.1	6
C=CCNC(=O)C(=O)Nc1ccc(OCC)cc1	-41	-0.2	-2.5	0
CC1CCCCN1C(=O)CN(C)S(=O)(=O)c1cccc2nsnc12 (stereo not drawn)	0	0.0	-0.2	4
O=C(CNC(=O)c1cccc2ccccc12)N/N=C/c1ccc(F)cc1	-2	0.1	0.9	19
CCC(=O)NC1Cc2ccccc2C(c2ccccc2)C1 (stereo not drawn)	.	0.0	-2.2	17
CN1/C(=C\C=C\C(=O)C(F)(F)F)C(C)(C)c2ccccc21	0	0.2	3.8	-2
COCCNc1ccc2ncc(-c3ccc(C(=O)O)cc3)n2n1	11	-0.5	-0.4	-7
O=C(/C=C/c1ccc(F)cc1)c1ccc(O)cc1	-12	0.6	-4.3	-1

Carrying on.
Molecule	TEAD-YAP block	FBW7 activator	GPR151 activ	MITF inh
CC(O)[C@@]12CC=CC[C@@H]1CC1C3CC=C4C[C@@H](O)CC[C@]4(C)C3CC[C@@]12C (stereo partly drawn)	6	-0.1	2.9	9
COc1cc(C(=O)NC(C)(C)C)c([N+](=O)[O-])cc1OC	-1	-0.2	0.4	-14
Cc1nn(C)c(C)c1CN(C)C(=O)c1cc2nc(-c3ccccc3)cc(C(F)(F)F)n2n1	-8	-0.1	1.2	5
Nc1nc(NCCO)cc(N2CCc3ccccc3C2)n1	-21	-0.1	-1.1	11
COc1ccc(CCNC(=O)CCCCCn2c(SCC(=O)NCc3ccco3)nc3ccsc3c2=O)cc1OC	-13	0.0	1.3	2
O=C(O)C1CCCCC1C(=O)Nc1ccccc1F (stereo not drawn)	-6	0.8	-1.6	27
C/C(Cl)=C/Cn1c(N2CCCCC2)nc2c1c(=O)n(C)c(=O)n2C	5	0.0	0.3	3
CC(C)N(C(=O)Cn1cc(SCC(=O)NCC2CCCO2)c2ccccc21)C(C)C (stereo not drawn)	2	-0.1	12*	-1
Cc1cc(N2CCOCC2)nc2ccc(NC(=S)NCc3ccco3)cc12	-14	-0.5	0.2	-19
COC(=O)c1sc(NC(=O)c2cc(-c3cccnc3)nc3ccc(Cl)cc23)nc1C	7	0.1	3.7	-2
C/C(CC(C)C)=N\Nc1ccc(S(N)(=O)=O)cc1[N+](=O)[O-]	12	0.1	-1.4	15
Cc1ccc2nc(SCC(=O)N(C)c3ccccc3)[nH]c2c1	-42	0.2	2.2	12

(more compounds)
Molecule	TEAD-YAP block	FBW7 activator	GPR151 activ	MITF inh
CC(=O)CSc1nnc(-c2ccncc2)n1C	-5	0.9	0.0	10
O=C(/C=C/c1ccc([N+](=O)[O-])cc1)N1CCc2ccccc2C1	11	0.2	0.8	7
CC(C)N(CCNc1nc(Nc2ccncc2)nc2c1ncn2-c1ccsc1)C(C)C	2	-0.1	-1.3	-2
Cc1ccc(S(=O)(=O)Nc2cccc(/C=C/C(=O)O)c2)cc1	-4	0.8	-1.1	16
COc1ccccc1C1C=C(c2ccccc2Cl)Nc2ncnn21 (stereo not drawn)	3	0.4	-2.6	11
CCCCCCCc1ccc(-c2nc(CCC)no2)cc1	8	0.2	1.1	5
CCOC(=O)C1=C(CSc2nc(CC)c(C)cc2C#N)OC(N)=C(C#N)C1c1ccccc1OC (stereo not drawn)	5	0.1	0.4	3
COc1ccc(-c2[nH]ncc2-c2ccncn2)cc1	-4	0.0	-1.7	18
COc1ccccc1NC(=O)[C@H](CCSC)N1Cc2ccccc2C1=O	-7	-0.4	-0.5	-1
COc1cc(Nc2nc(-c3ccc(N4CCOCC4)nc3)nc3c2ncn3-c2ccsc2)cc(OC)c1OC	0	0.0	-2.4	11
COc1ccc(-c2nnc3[nH]c(=O)cc(C)n23)cc1	1	0.2	-1.3	6
Cc1ccc(N=C2C(=O)N(CN3CCOCC3)c3ccccc32)cc1Cl	1	0.1	-0.4	-11

Some of these compounds in order of molecular weight, lowest first:
Molecule	TEAD-YAP block	FBW7 activator	GPR151 activ	MITF inh
COc1ccc(-c2[nH]ncc2-c2ccncn2)cc1	-4	0.0	-1.7	18
CCCCCCCc1ccc(-c2nc(CCC)no2)cc1	8	0.2	1.1	5
CC(C)N(CCNc1nc(Nc2ccncc2)nc2c1ncn2-c1ccsc1)C(C)C	2	-0.1	-1.3	-2

Remaining list, next part:
Molecule	TEAD-YAP block	FBW7 activator	GPR151 activ	MITF inh
CCOc1cc(CNC2C3CC4CC(C3)CC2C4)cc(Cl)c1OCC(N)=O (stereo not drawn)	15	-0.1	0.1	6
CC(C(=O)N1CCC(N2CCC(C(=O)NC3CC3)CC2)CC1)n1cnc2ccccc21 (stereo not drawn)	-2	0.0	0.7	4
Cc1sc2ncn3ncnc3c2c1C	5	0.0	-0.4	12
CCOc1ccccc1C(=O)Nc1ccc(N(C)C)cc1	-45	-0.2	-0.5	17
COc1ccc(-c2nc(NCc3cccc(C(F)(F)F)c3)c3ncn(Cc4ccc(C(F)(F)F)cc4)c3n2)cc1	4	-0.1	0.6	-7
O=C(NCC(O)c1ccc(C(F)(F)F)cc1)c1cn(-c2ccc3[nH]ncc3c2)nn1 (stereo not drawn)	2	0.1	0.2	11
Cc1cccn2c(=O)c3cc(C(=O)NCc4ccccc4)sc3nc12	-2	0.0	0.0	-3
O=C(Nc1ccc(-c2cn[nH]c2)cc1)NC(CCO)c1cccc(F)c1 (stereo not drawn)	-12	0.2	-3.2	-15
O=[N+]([O-])c1ccc(N2CCOCC2)cc1NCCOc1ccc(F)cc1	-17	0.4	-1.7	2
Cc1ccc(N(C(C)C(=O)Nc2ccccc2Cl)S(C)(=O)=O)cc1 (stereo not drawn)	12	-0.1	0.7	-6
COC(=O)C1=C(C(=O)OC)[C@@H]2N(CC=C(C)C)c3ccccc3[C@@]23CCC(=O)N(Cc2cccc(C(F)(F)F)c2)C3=N1	.	0.0	1.4	13
Cc1nn2c3c(sc2nc1=O)C(=O)N(c1ccc(F)c(Cl)c1)C3=O	6	0.6	-0.2	14
CCOc1cc(/C=C2\C(=O)NN(c3ccccc3)C2=O)cc(Cl)c1O	-9	0.0	4.1	3
Cn1c(=O)cc(NCCCO)n(Cc2ccccc2)c1=O	8	0.0	1.0	3
